Screens as filed in PubChem.
Calpain2 inh = calpain II (pig) inhibition; hit rate 0.37% among 220,000; inhibition, % at 16 µM; purified calpain II, fluorogenic peptide substrate, 30 min; AID 1236;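 active = inhibition above about 50%, limit read from the data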
L929 necroptosis = L929 zVAD cell death inhibition; L929 zVAD necroptosis rescue, ATP luminescence, 24 h; with zVAD 60 µM; viability rescue, % at 10 µM; hit rate 0.38% among 220,000;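 active = activation, scaled between plate controls, above about 75%, limit read from the data; inactive = activation under that limit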;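 note: 0% = zVAD with DMSO and 100% = DMSO alone without zVAD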
EBV gp42 inh = blocks Epstein-Barr virus glycoprotein 42 binding | Q1HVG2 | hit rate 0.42% among 220,000 | Fluorescence polarization binding assay, mP read-out | inhibition, % (tested at 21.74 µM); in the data active = inhibition above about 50%
Cl transport mod = modulators of human KCC2 chloride dependent transport; B-score of Tl+ flux slope (higher = more flux/activation; lower = inhibition) at 10 µM; hit rate 2.2% among 190,000; KCC2 cells, thallium flux FluoZin-2 fluorescence;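 active = thallium flux slope and its plate-corrected score both differing from the plate sample mean at a set confidence after two filtering rounds, in either direction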;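 note: slope of fluorescence scaled to starting intensity during 10 to 20 s after thallium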
Target sequence (Q9H2X9 whole entry, looked up): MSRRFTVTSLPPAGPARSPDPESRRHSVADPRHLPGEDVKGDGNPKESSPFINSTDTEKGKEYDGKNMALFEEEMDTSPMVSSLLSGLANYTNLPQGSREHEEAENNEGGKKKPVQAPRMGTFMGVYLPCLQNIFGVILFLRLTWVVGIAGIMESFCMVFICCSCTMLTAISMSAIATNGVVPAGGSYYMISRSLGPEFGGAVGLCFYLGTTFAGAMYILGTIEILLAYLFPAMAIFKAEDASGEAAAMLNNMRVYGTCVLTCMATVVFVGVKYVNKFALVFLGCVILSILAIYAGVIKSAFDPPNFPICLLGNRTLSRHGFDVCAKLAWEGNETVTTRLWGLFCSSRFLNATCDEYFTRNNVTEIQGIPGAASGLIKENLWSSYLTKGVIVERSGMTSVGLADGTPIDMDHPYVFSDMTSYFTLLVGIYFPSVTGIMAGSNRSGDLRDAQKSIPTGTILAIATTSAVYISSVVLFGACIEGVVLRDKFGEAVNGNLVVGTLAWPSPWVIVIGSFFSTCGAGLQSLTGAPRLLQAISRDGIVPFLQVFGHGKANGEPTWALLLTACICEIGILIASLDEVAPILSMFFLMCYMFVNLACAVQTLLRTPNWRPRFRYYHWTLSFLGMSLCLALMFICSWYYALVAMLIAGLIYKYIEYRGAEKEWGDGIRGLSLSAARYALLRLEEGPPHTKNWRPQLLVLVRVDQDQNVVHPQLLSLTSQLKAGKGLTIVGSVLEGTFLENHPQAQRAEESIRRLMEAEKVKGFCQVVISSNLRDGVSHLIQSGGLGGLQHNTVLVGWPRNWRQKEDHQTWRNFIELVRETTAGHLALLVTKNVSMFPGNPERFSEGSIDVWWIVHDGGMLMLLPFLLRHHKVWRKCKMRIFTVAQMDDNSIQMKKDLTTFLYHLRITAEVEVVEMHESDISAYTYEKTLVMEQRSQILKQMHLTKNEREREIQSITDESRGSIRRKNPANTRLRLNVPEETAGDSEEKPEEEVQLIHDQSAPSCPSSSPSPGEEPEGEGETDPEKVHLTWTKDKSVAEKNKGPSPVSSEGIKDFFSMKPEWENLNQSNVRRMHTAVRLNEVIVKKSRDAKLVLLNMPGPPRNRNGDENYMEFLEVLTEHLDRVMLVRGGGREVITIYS
MDM2 E3 inh = Mdm2 E3 ligase (human) inhibition. Q00987. cell-based MDM2 ubiquitination luciferase reporter, 2 h; 0 = plate control, 100 = twice control, blank-subtracted. signal enhancement, % at 5 µM. hit rate 0.11% among 210,000. AID 1230;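 active = signal enhancement of 30% or more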;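 note: luminescence tracks abundance of the self-degrading MDM2-luciferase fusion protein; higher signal means inhibition of MDM2 E3 ligase activity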
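system = mammalian cells stably expressing self-ubiquitinating, self-degrading MDM2 E3–luciferase fusion | quantity = 2000 cells per well seeded | incubation = 4 h cell settling then 2 h compound exposure, 37 °C | signal = SteadyLite luminescence, 15 min reagent step | benchmarks = plate control and blank wells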
eIF4E 4G PPI = eIF4E/eIF4G interaction inhibition in translation initiation; P63073+Q04637; TR-FRET eIF4E-eIF4GI(517-606) binding, 2 h; inhibition, % at 21.7 µM; hit rate 0.37% among 220,000;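 active = inhibition above about 30%, limit read from the data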;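 note: 0% = full FRET control wells and 100% = background wells lacking eIF4GI fragment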
PERK inhibitor = human PERK inhibition, primary cell-based screen; Q9NZJ5; CHO PERK-DD fusion, SEAP luminescence translation reporter; inhibition, % at 5.6 µM; hit rate 0.17% among 220,000; AID 1416;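 active = inhibition above the mean inhibition of all tested compounds plus 3 SD, set separately per screening campaign, cut at about 2.9% in these data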;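 note: PERK kinase domain activated by AP20187 dimerizer at 100 nM; 0% = DMSO with dimerizer and 100% = rapamycin at 8.4 µM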
Rad51 HR inh = Rad51 (human) homologous recombination inhibition; Q06609; hRad51 DNA strand exchange, fluorescence dequenching; inhibition, % at 10 µM; hit rate 0.085% among 200,000; AID 1385;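 active = inhibition above 40% at the single screening dose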;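 note: 0% = DMSO control wells and 100% = blanks with heterologous ssDNA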
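Test system: preformed human Rad51 ssDNA filaments; also added: Donor/quencher-labelled 47-bp dsDNA substrate; doses: 10 µM final, single point; times: 37 °C 15-min filament assembly, 30-min compound preincubation, 15-min exchange; detection: FRET fluorescence dequenching, excitation 485 nm, emission 520 nm; read-out basis: Fluorescence-based percent inhibition, control- and blank-normalised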
TNF death inh = inhibitors of TNF-alpha induced necroptosis in Jurkat FADD-/- cells | Jurkat FADD-/- TNF necroptosis rescue, ATP luminescence, 24 h; 0 = TNF only, 100 = no-TNF cells | activation (protection from cell death), % at 10 µM | hit rate 0.068% among 220,000;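 active = activation, meaning protection from cell death, of at least 50% relative to plate controls; inactive = activation below 50%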;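 note: necroptosis triggered by 40 ng/mL TNF-alpha added together with compound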
The depositor's hits bear a star; nt = not tested or not shown; [ ] = remark or other dose.

SMILES	Calpain2 inh	L929 necroptosis	EBV gp42 inh	Cl transport mod	MDM2 E3 inh	eIF4E 4G PPI	PERK inhibitor	Rad51 HR inh	TNF death inh
Cc1cccc(/C=N/c2sc3c(c2C#N)CCN(Cc2ccccc2)C3)c1O	-17	0.3	-6	-0.1	-3	-1	0.8	nt	2.2
O=[N+]([O-])c1ccc(Oc2ccc(C(F)(F)F)cn2)cc1	13	-0.9	-15	0.46	-2	7	2.6	-23	6.6
O=[N+]([O-])c1ccc(N2CCCC2)cc1NC1CC1	34	0.9	4	-2.3	-32	-1	-0.6	-6	0.7
COc1ccc(C2CCCN2C(=S)Nc2ccc(C)cc2Cl)cc1OC (configuration not stated)	-9	1.3	-6	-0.24	-3	-2	0.5	3	-0.3
S=C(NCCCN1CCOCC1)N1CCOCC1	-21	0.4	-4	0.24	-4	-5	1.5	24	2.2
CCCCOc1ccc(C(=O)Nc2ccc(S(=O)(=O)Nc3cc(C)on3)cc2)cc1OC	-4	0.1	-4	0.24	-14	4	0.1	2	1.2
CCOc1cc2c(cc1OCC)C(c1ccccc1)N(c1ccccc1)C(=O)C2 (configuration not stated)	3	0.4	-5	0.07	-5	15	-1.0	-1	2.6
O=C(NC1CCCCC1)C1CCN(S(=O)(=O)c2cccc3nsnc23)CC1	10	1.0	-33	0.64	-4	2	2.0	33	-2.3
CC(c1ccccc1)N1CC(C(=O)N2CCN(c3ccc(F)cc3)CC2)CC1=O (configuration not stated)	-14	-1.3	-6	-0.054	-7	1	-1.3	0	-1.2
O=C(NCc1cccnc1)/C(=C/c1ccccc1)NC(=O)c1ccccc1	29	0.1	-8	0.21	-10	0	0.7	-9	-1.2
c1ccc(-c2nnc(-c3c[nH]c4ccccc34)nc2-c2ccccc2)cc1	-127	0.2	-12	-0.62	-20	6	-1.2	-9	0.7
COC(=O)Cn1c(=NC(=O)c2nc3ccccc3s2)sc2cc(S(N)(=O)=O)ccc21	-135	0.9	18	0.62	-4	-3	-0.1	0	-4.7
O=C(O)CCN1C(=O)c2ccc(NC(=O)CSc3ccccc3)cc2C1=O	21	2.0	-3	-0.2	-9	-3	0.7	-11	0.8
CCOC(=O)C1CCN(Cc2oc(CO)cc(=O)c2O)CC1	18	0.4	-16	-0.11	-8	-7	0.9	nt	-1.2
CCCCN(C(=O)CC(c1ccccc1)c1ccccc1)c1c(N)n(CCC)c(=O)[nH]c1=O	-8	0.3	-7	-0.77	-16	3	0.3	8	-2.4
CNS(=O)(=O)c1cc(O)c2c(S(=O)(=O)NC)cccc2c1	-37	0.1	-15	-0.3	-10	-2	0.8	-5	2.0
Cc1ccc(S(=O)(=O)/C(C#N)=C/c2c(N3CCN(C)CC3)nc3c(C)cccn3c2=O)cc1	-19	0.2	26	nt	-8	7	-0.5	-11	1.1
Cc1ccc(CN(C)CC(=O)Nc2cccc([N+](=O)[O-])c2)o1	22	0.4	-10	0.96	-13	3	-0.4	nt	0.7
COC(=O)c1sc2nc(C)cc(-c3ccccc3)c2c1N	-472	1.4	3	-0.057	-10	-4	0.5	1	1.2
CC(C)(C)N/C=C(\C#N)S(=O)(=O)c1ccc(Br)cc1	-9	-0.2	-17	3.7	-8	0	1.7	-3	-0.6
CC1(C)CC(=O)C=C(NCc2ccccc2)C1	12	0.1	-14	-0.57	1	-11	1.3	-5	3.0
Cc1nc(NNC(=O)c2ccc(Cl)cc2Cl)cc(-c2ccccc2)n1	10	0.3	-3	0.9	-22	-6[fluorescence artefact?]	0.3	3	1.3
COc1cccc(C2CC(c3cccs3)=NN2C(=O)CSc2nc3c(cnn3-c3ccc(F)cc3)c(=O)[nH]2)c1OC (configuration not stated)	-53	nt	-9	-1.9	nt	1	1.3	1	-1.7
CCC(=O)N(Cc1ccco1)Cc1cc2cc3c(cc2[nH]c1=O)OCO3	-125	4.7	-3	-0.065	5	-2	-0.3	2	-0.7

Quoted from the listing, 4 compounds:
SMILES	Calpain2 inh	L929 necroptosis	EBV gp42 inh	Cl transport mod	MDM2 E3 inh	eIF4E 4G PPI	PERK inhibitor	Rad51 HR inh	TNF death inh
CC1(C)CC(=O)C=C(NCc2ccccc2)C1	12	0.1	-14	-0.57	1	-11	1.3	-5	3.0
Cc1nc(NNC(=O)c2ccc(Cl)cc2Cl)cc(-c2ccccc2)n1	10	0.3	-3	0.9	-22	-6[fluorescence artefact?]	0.3	3	1.3
COc1cccc(C2CC(c3cccs3)=NN2C(=O)CSc2nc3c(cnn3-c3ccc(F)cc3)c(=O)[nH]2)c1OC (configuration not stated)	-53	nt	-9	-1.9	nt	1	1.3	1	-1.7
CCC(=O)N(Cc1ccco1)Cc1cc2cc3c(cc2[nH]c1=O)OCO3	-125	4.7	-3	-0.065	5	-2	-0.3	2	-0.7

Full records, quoted from the list.
CCOC(=O)C1CCN(Cc2oc(CO)cc(=O)c2O)CC1 is listed as Calpain2 inh: 18; L929 necroptosis: 0.4; EBV gp42 inh: -16; Cl transport mod: -0.11; MDM2 E3 inh: -8; eIF4E 4G PPI: -7; PERK inhibitor: 0.9; Rad51 HR inh: nt; TNF death inh: -1.2
CCCCN(C(=O)CC(c1ccccc1)c1ccccc1)c1c(N)n(CCC)c(=O)[nH]c1=O is listed as Calpain2 inh: -8; L929 necroptosis: 0.3; EBV gp42 inh: -7; Cl transport mod: -0.77; MDM2 E3 inh: -16; eIF4E 4G PPI: 3; PERK inhibitor: 0.3; Rad51 HR inh: 8; TNF death inh: -2.4

Returning to the listing; the two compounds before the break are reprinted first.
SMILES	Calpain2 inh	L929 necroptosis	EBV gp42 inh	Cl transport mod	MDM2 E3 inh	eIF4E 4G PPI	PERK inhibitor	Rad51 HR inh	TNF death inh
COc1cccc(C2CC(c3cccs3)=NN2C(=O)CSc2nc3c(cnn3-c3ccc(F)cc3)c(=O)[nH]2)c1OC (configuration not stated)	-53	nt	-9	-1.9	nt	1	1.3	1	-1.7
CCC(=O)N(Cc1ccco1)Cc1cc2cc3c(cc2[nH]c1=O)OCO3	-125	4.7	-3	-0.065	5	-2	-0.3	2	-0.7
CCCNC(=O)c1nc(C)c(C)nc1C(=O)Nc1cccc(Cl)c1	-5	nt	-6	0.93	7	5	0.7	19	1.4
CCc1cc2c(=O)c(-c3nc4ccccc4n3C)coc2c(CN2CCN(C)CC2)c1O	-87	-0.2	7	-0.67	-5	-2	-0.9	-4	-2.9
COc1cccc(-c2nc(CS(=O)CC(=O)NC3CCCC3)c(C)o2)c1 (configuration not stated)	-8	1.7	-16	nt	-11	1	1.0	1	0.3
CCC(=O)Nc1ccc2c(c1)nc1n2CCSC1	-40	0.6	-17	nt	-17	-6	0.3	-1	-0.2
O=C(CSCc1ccccc1)Nc1cccc(C(=O)Nc2ccccc2C(=O)O)c1	9	0.6	-10	nt	-4	2	-0.6	4	-1.3
Cc1ccc2nc(SCC(=O)Nc3ccc4sc(C)nc4c3)c(C#N)cc2c1	5	0.6	-24	nt	-5	-21	1.6	8	-6.1
Cn1cc(CN2CCC[C@H]2CO)c(-c2cccc(Cl)c2)n1	1	1.4	2	1.1	-2	0	0.7	-2	1.3
O=C(CCc1ccccc1)NCCc1nc2ccccc2[nH]1	-38	5.2	-25	-0.45	-10	4	0.7	8	2.2
CCCCn1nnc(NC(=O)c2ccc([N+](=O)[O-])cc2Cl)n1	23	-0.9	-15	0.015	-7	-4	0.4	2	0.5
COc1ccc(CN(C)c2ncnc(N)n2)cc1	-6	0.6	-28	-0.14	-19	2	1.0	-9	-1.4
COc1cccc(-c2nn(C)c3sc(C(=O)N4CCN(c5ccccn5)CC4)cc23)c1	16	0.8	-5	-1.1	-42	3	-1.2	-3	-11
Cc1ccc(S(=O)(=O)N2CCC(C(=O)N3CCC[C@H]3C(=O)NCc3ccccc3)CC2)cc1	15	0.1	1	-0.85	0	5	-0.5	-4	-1.0
Cc1cc(N2CCCC2)ccc1/C=N/n1cnnc1	-84	-0.8	-5	-1.5	-10	-1	-1.4	-1	-0.9
Cc1ccc2cc(/C=N/NC(=O)CN3CCCCC3)c(Cl)nc2c1	-3	11	3	-0.57	5	2	0.5	-6	2.3
CCn1c(-c2ccsc2)nc2c1c(=O)[nH]c(=O)n2Cc1ccccc1	-157	2.2	-3	0.0093	-11	0[fluorescence artefact?]	-0.2	-4	0.4
O=C(Nc1cccc2ccccc12)C12CC3CC(C1)CC(n1cnc([N+](=O)[O-])n1)(C3)C2	-15	1.4	-9	-0.62	-17	-2	-0.2	1	0.9
CCN(CC)CCC(c1ccc2c(c1)OCO2)c1c(O)cc(OC)cc1OC (configuration not stated)	-6	0.3	-15	0.57	8	0	nt	-12	2.0
COc1ccccc1C1=NN(C(=S)Nc2ccccc2)C(c2ccco2)C1 (configuration not stated)	5	0.2	-21	1.2	-2	-5	0.5	nt	-8.9
CCCCN(CC)S(=O)(=O)c1ccc(C(=O)N=c2sc3cc(NC(C)=O)ccc3n2C)cc1	-190	3.7	9	-0.097	-8	3[fluorescence artefact?]	1.7	-1	1.3
COc1ccccc1N(C)S(=O)(=O)c1ccc(Cl)c(C(=O)NC2=NCCS2)c1	21	-0.6	-17	-2.2	0	-1	0.0	1	1.1
Cc1ccc(NC2=CC(=O)CC(c3ccc(Cl)cc3)C2)cc1 (configuration not stated)	-8	0.5	-10	-0.78	-14	4	-0.1	0	0.7
O=C1c2ccc(Oc3ccc([N+](=O)[O-])cc3)cc2C(=O)N1c1ccncc1	17	-0.3	-3	-0.55	nt	7	0.3	nt	-0.7
Cc1cc(C)c2c(=O)[nH]c(SCc3ccc([N+](=O)[O-])cc3)nc2n1	-26	0.6	-15	0.19	-17	1	0.2	3	-0.7
CCOc1ccc(C(=O)N/N=C/c2ccccc2[N+](=O)[O-])cc1	1	-0.4	-13	0.043	-24	0[fluorescence artefact?]	-0.8	nt	0.0
COc1cc(CN2CCC(CO)(Cc3cccc(C(F)(F)F)c3)CC2)ccc1F	19	1.7	-24	-0.62	-19	3	-1.0	nt	5.7
CCn1c2ccccc2c2nnc(SCC(N)=O)nc21	-6	-0.6	-3	0.58	-14	-3	0.0	2	-1.8
COCc1nnc(NC(=O)c2cccc(NC(=O)C(C)C)c2)s1	20	1.1	-4	1.4	-10	0	0.1	1	-0.1
CC(NS(=O)(=O)c1ccc2c(c1)OCCCO2)C(=O)O (configuration not stated)	26	0.5	-14	1.4	-25	7	0.7	-1	1.9
CCOc1cc(S(=O)(=O)n2nc(C)cc2C)ccc1F	-28	0.0	-1	0.25	9	-8	0.7	6	-2.0
COc1ccc(OCC(=O)Nn2c(-c3cccc(OC)c3)nc3ccccc3c2=O)cc1	-4	nt	-3	-0.038	1	6	0.4	-3	1.9
Cc1ccccc1NC(=O)c1c(F)c(F)c(F)c(F)c1F	17	0.5	3	-0.56	-15	2	0.3	-3	-3.1
COc1ccc(C2C(C#N)=C(N)OC3=C2C(=O)CCC3)c(OC)c1OC (configuration not stated)	10	-0.3	5	0.68	-12	2	0.9	6	-3.7
CC(C)Sc1nnc([C@H](Cc2ccccc2)NC(=O)OC(C)(C)C)o1	-3	0.8	4	0.89	0	2	-1.4	nt	-1.1
COC(=O)C1=C(C)OC(N)=C(C#N)C1c1ccc(OC)c(OC)c1OC (configuration not stated)	6	0.2	-21	-1.1	-15	9	0.0	3	-1.1
